PKM2 activator = activators of human pyruvate kinase M2. P14618. purified PKM2, Kinase-Glo ATP luminescence, activation; response scale: 0% is enzyme alone, no compound. Potency, µM (highest dose often 57.5 µM), for inactives: at the top dose activation, most hits filed as activators. 0.34% of 260,000 active; note: potency is the fitted concentration of half-maximal effect; nearly all actives have a fitted effect of over 55% in size
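Purified hPK-M2 (>95%) run at intermediate activity with 0.1 mM ADP and 0.5 mM PEP in 50 mM imidazole pH 7.2, KCl, MgCl2; 1 h room temperature. ATP formed read by Kinase-Glo luminescence; normalized to uninhibited and no-enzyme controls.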
KCNH2 3.1 inh = inhibitors of human KCNH2 3.1 potassium channel isoform; U2OS KCNH2 3.1, thallium flux FluxOr; stronger effect = lower value; activity change, % (tested at about 1.8 µM); 0.95% of 340,000 active;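 active = maximum activity change below -70%; inconclusive = maximum activity change from -70% to -50%; inactive = maximum activity change above -50%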;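 note: thallium influx rate constant from kinetic fluorescence after stimulation buffer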
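Thallium flux read-out: FluxOr dye with Red40 quencher in HBSS/HEPES, 45 min at RT. Rate constants from kinetic reads were normalized to positive and negative DMSO controls. Cells: U2OS virally expressing the 3.1 isoform.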
Chronic BCR inh = chronic active BCR signaling inhibition; 0.05% of 340,000 active; AID 493014; Potency, µM (doses to about 46.1 µM), for inactives: top-dose ratio change, negative = lower green/red ratio, hits mostly inhibitors; ABC-DLBCL IkBa-CBG/CBR reporter, luminescence ratio, 4 h; active = well fitted inhibition curve with a large enough effect in the signal ratio, with a control signal flat, not every such curve was filed as active; inconclusive = small, poorly fitted or top-dose-only effect, or effect the other way, or a change in a side signal; the % refers to the signal ratio;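 note: potency is the fitted concentration of half-maximal effect; plate controls were basal doxycycline-induced cells for no effect and cells given 10 µM MG132 for full effect; MG132 reads +100%, hits lower the ratio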
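Cell line TMD8 (human ABC DLBCL), stably expressing tet-inducible CBG68-IkBa fusion and CBR; IMDM/0.5% FBS; cpd up to 46 uM; dox induction, 4 h, 37C/5% CO2; dual luminescence; green/red ratio; MG132 control.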
Coupling enz = coupling enzyme interference in Giardia aldolase counter-screen. AID 2472. 0.67% of 290,000 active. activity change, negative = inhibition, % at 58.2 µM, hits read low. coupling enzyme system counterscreen, AmpLite Red fluorescence; in the data active = activity change below about -30%
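Counterscreen of the coupled detection system alone, without aldolase: glyceraldehyde-3-phosphate coupling enzymes plus AmpLite Red readout. Compounds at 57.5 uM final, 10 min RT preincubation, 20 min RT reaction, fluorescence 525/598 nm.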
B2AR arrestin = recruits beta-arrestin to the human beta2-adrenergic receptor. beta-arrestin recruitment to beta2AR, cell-based reporter. Potency, µM (top dose mostly 46.1 µM), for the others: top-dose activation, hits mostly activators. 0.02% of 330,000 active. AID 492947;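 note: potency is the fitted concentration of half-maximal effect; 0% = DMSO controls and full agonism = EC100 isoproterenol or metaproterenol; nearly all actives have a fitted effect of over 65% in size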
Eya2 phos inh = Eya2 (human) phosphatase inhibition; O00167; recombinant Eya2, OMFP fluorescence dephosphorylation (OMFP is methylfluorescein phosphate); Potency, µM (top dose mostly 76.9 µM), for inactives: at the top dose activity, negative = inhibition, usual class: inhibitors; 0.006% of 330,000 active; AID 488837; note: potency is the fitted concentration of half-maximal effect
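Eya2 (0.2 uM) preincubated 10 min at ambient with compound, then OMFP substrate added at 50 uM; 10 min reaction in 50 mM HEPES pH 7.5, 50 mM NaCl, 5 uM MgCl2, 0.05% BSA, 1 mM DTT. Fluorescence read at Ex 485/Em 525 nm.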
Giardia killer = kills Giardia lamblia. activity change, % at 7.66 µM, hits read low. 0.15% of 340,000 active. Giardia lamblia trophozoite viability; in the data active = activity change below about -80%; inconclusive = between about -30% and that limit;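 note: parasites exposed to compound for two days anaerobically before the ATP read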
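Killing of trophozoites was scored by loss of ATP luminescence after a 48 hrs anaerobic exposure to compounds at 37 deg C, using 100 cells per well.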
hERG WT inh = KCNH2 (human, wildtype) channel inhibition; Q12809; U2OS, BacMam KCNH2, thallium flux FluxOr; stronger effect = lower value; activity change, % at 1.84 µM; 0.37% of 340,000 active; AID 720551;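 active = maximum activity change below -70%; inconclusive = maximum activity change between -70% and -50%; inactive = maximum activity change above -50%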
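U2OS cells transduced with wild-type KCNH2 virus are loaded with FluxOr dye for 45 min, and thallium flux is measured in kinetic reads before and after stimulation buffer. Rate constants are normalized to DMSO controls.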
USP2a inh = inhibitors of human ubiquitin-specific protease USP2a. O75604. Potency, µM (doses to about 38.3 µM), inactives show top-dose activity change, negative = inhibition, actives largely listed as inhibitors. USP2 core, Ub-CHOP2 coupled fluorogenic reporter, 485/531. 0.01% of 330,000 active;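 note: potency is the fitted concentration of half-maximal effect; plate controls were DMSO wells for no effect and full inhibition by NEM control for full effect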
Target sequence (O75604 whole entry, looked up): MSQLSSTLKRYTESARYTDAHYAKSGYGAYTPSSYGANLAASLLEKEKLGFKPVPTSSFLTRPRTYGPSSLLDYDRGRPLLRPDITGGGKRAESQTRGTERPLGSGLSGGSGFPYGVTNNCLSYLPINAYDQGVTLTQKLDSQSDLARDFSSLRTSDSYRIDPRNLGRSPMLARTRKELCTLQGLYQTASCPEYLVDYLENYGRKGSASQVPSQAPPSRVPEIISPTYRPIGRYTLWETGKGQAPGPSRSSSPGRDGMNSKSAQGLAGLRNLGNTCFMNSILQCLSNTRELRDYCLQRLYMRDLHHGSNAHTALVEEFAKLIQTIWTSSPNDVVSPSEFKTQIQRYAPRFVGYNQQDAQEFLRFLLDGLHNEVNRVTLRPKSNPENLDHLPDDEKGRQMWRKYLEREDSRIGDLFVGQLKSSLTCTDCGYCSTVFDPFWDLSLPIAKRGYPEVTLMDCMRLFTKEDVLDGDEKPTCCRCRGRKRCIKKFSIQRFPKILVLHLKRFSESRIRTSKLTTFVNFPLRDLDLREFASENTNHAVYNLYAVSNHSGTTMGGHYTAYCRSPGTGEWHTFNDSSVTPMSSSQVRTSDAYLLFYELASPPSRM
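USP2 core (10nM final) preincubated 30min RT with compound in 20mM Tris-HCl pH 8.0, 2mM CaCl2, 2mM beta-mercaptoethanol, 0.05% CHAPS; 25nM Ub-CHOP2 plus 25nM reporter substrate added, fluorescence (Ex485/Em531) read after 60min.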
GALK inhibitor = galactokinase (human) inhibition; Purified GALK, Kinase-Glo residual ATP luminescence; 0.007% of 270,000 active; Potency, µM (top dose mostly 57.5 µM), inactives show at the top dose activity change, negative = inhibition, usual class: inhibitors; AID 1868; note: potency is the fitted concentration of half-maximal effect
Target sequence (P51570 whole entry, looked up): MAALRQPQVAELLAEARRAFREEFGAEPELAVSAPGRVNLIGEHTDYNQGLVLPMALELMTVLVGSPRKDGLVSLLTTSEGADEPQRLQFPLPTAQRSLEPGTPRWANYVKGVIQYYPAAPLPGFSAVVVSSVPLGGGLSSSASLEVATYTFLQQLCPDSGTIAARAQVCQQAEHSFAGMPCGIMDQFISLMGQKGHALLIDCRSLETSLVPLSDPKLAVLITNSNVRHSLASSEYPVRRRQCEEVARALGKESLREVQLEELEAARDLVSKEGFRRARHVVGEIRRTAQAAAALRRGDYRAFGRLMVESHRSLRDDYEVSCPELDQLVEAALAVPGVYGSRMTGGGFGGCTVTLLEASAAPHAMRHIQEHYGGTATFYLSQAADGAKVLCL
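The enzyme phosphorylates galactose (100 uM) using ATP (35 uM); inhibition is detected as higher residual ATP, quantified by bioluminescence after 1 h reaction at room temperature, pH 8.0.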
uPA surface inh = cell surface uPA generation inhibition; AID 540303; cell surface uPA generation assay, qHTS; Potency, µM (doses to about 38.3 µM), for the others: at the highest dose activity change, negative = inhibition, most hits filed as inhibitors; 0.31% of 330,000 active; active = well fitted inhibition curve with a large enough effect; inconclusive = small, poorly fitted or top-dose-only effect; inactive = no such curve, though single readings can be large or run the other way; tested in mouse RAW 264.7 cells; note: potency is the fitted concentration of half-maximal effect; nearly all actives have a fitted effect of over 55% in size
Starred values were filed as active, the others as inactive; ? = inconclusive; · = no result given; [ ] = remark or other dose. Unless noted, calls come from the whole dose curve; as a rule, active = well fitted curve in the direction sought with a large enough effect; inconclusive = small, poorly fitted or top-dose-only effect, or another doubt; inactive = no such curve, though single readings can be large; an effect the other way counts as inactive or inconclusive. Unless noted, % is set by controls: 0 for no effect and ±100 for the full control effect.

#	SMILES	Giardia killer	PKM2 activator	GALK inhibitor	Eya2 phos inh	Chronic BCR inh	hERG WT inh	uPA surface inh	Coupling enz	USP2a inh	B2AR arrestin	KCNH2 3.1 inh
1	S=C(Nc1ccccc1)N1CCc2ccccc21	-12	1%	2%	19%	?	-23	-13%	0	0%	-0.7%	5
2	CCC(=O)Nc1cccc(C2=NOC3(C2)C[C@@H](C(N)=O)N(C(=O)c2cc([N+](=O)[O-])cc([N+](=O)[O-])c2)C3)c1 (some centres not stated)	4	1%	1%	-1%	?	0	2%	2	-11%	-0.6%	12
3	CCn1c(=O)c2cc(C(=O)Nc3ccccc3OC)sc2c2ccccc21	0	0%	5%	8%	?	5	1%	1	4%	-0.7%	2
4	CCN(CC)S(=O)(=O)c1cc(NC(=O)CNc2cccc(S(=O)(=O)N3CCOCC3)c2)ccc1C	15	·	·	-20%	4%	3	-4%	·	1%	0.1%	4
5	O=C1CNc2ccc(C(=O)N3CCN(c4ccccn4)CC3)cc2N1	17	·	8%	-2%	-1%	-14	4%	0	0%	-0.1%	2
6	CN(Cc1cccs1)C(=O)c1cccc(S(=O)(=O)N2CCCCCC2)c1	1	·	·	11%	5%	8	1%	·	-1%	-0.2%	1
7	C=CCNC(=S)NCc1ccccc1OC	-27	0%	0%	17%	0%	14	3%	-1	2%	-0.4%	2
8	Cc1ccccc1C(=O)N1CCN(c2ncccn2)CC1	-6	2%[11.5 µM]	5%	4%	5%	-1	0%	1	1%	-0.2%	-2
9	CCOc1ccc(N2C(=O)CN(O)C=C3N=c4ccccc4=C32)cc1	·	13%	-2%	-7%	1%	·	·	-19	1%	-0.2%	·
10	O=C(OCc1cccc(Cl)c1)c1cc(S(=O)(=O)N2CCCCC2)ccc1N1CCOCC1	-4	1%	2%	-4%	1%	-2	-3%	1	-2%	-0.2%	2
11	COc1cc([C@H]2Oc3c(OC)cc(CCCO[C@@H]4O[C@H](CO)[C@@H](O)[C@H](O)[C@H]4O)cc3[C@@H]2CO)ccc1O	-8	·	·	7%	?	-1	5%	·	-2%	-0.2%	5
12	O=C(CCNC(=O)c1ccc(Cl)cc1)NCC(c1ccco1)N1CCCC1 (configuration not stated)	-10	·	·	-11%	2%	4	3%	·	1%	-0.2%	-10
13	Cc1c(C(=O)c2ccc(Cl)cc2Cl)cnc2cc3c(cc12)OCO3	1	0%	-4%	-1%	1%	-7	4%	-4	0%	3.0%	-17
14	O=C(O)C1Cc2ccccc2CN1C(=O)c1ccco1 (configuration not stated)	14	2%	6%	-5%	3%	-3	23%	1	-2%	-1.1%	19
15	CCN1CCN(C(=S)c2ccc(-c3ccccc3)cc2)CC1	0	3%	5%	-1%	-2%	31	-20%	0	-1%	0.0%	14
16	Nc1ncnc2c1ncn2[C@@H]1O[C@H](CNCc2ccccc2OC2OC(CO)C(O)C(O)C2O)[C@@H](O)[C@H]1O (some centres not stated)	-20	·	·	4%	3%	-2	8%	·	4%	-0.3%	8
17	CC(C)C(C)(C#N)NC(=O)CSc1nc(C2CCCCC2)n(-c2ccccc2)n1 (configuration not stated)	59[activator]	9%	-3%	-8%	-4%	9	1%	-1	-1%	-0.4%	2
18	CC1CCC(NC(=O)C2CC(O)CN2S(=O)(=O)c2ccc([N+](=O)[O-])cc2)CC1 (configuration not stated)	1	·	·	5%	-3%	-12	-7%	·	10%	-0.2%	14
19	CC1CN(C(=O)c2cc(-c3ccc(Cl)s3)nc3ccccc23)CC(C)O1 (configuration not stated)	1	·	·	-12%	-4%	0	22%	·	3%	-0.4%	-5
20	COc1ccc2oc(C(=O)NCC(Cc3ccccc3)N(C)C)c(C)c2c1 (configuration not stated)	9	-1%	-1%	2%	9%	6	2%	1	-1%	0.3%	5
21	CC(/C=C/c1ccco1)=N\NC(=O)C(O)c1ccccc1 (configuration not stated)	-4	10%	1%	1%	?	2	5%	0	3%	-3.0%	-7
22	CC(C)CCNC(=O)c1cnn2c(C(F)(F)F)cc(-c3ccco3)nc12	0	16%	1%	23%	18%	-10	·	-12	3%	0.1%	-6
23	N/C(=N\OC(=O)c1cc([N+](=O)[O-])ccc1Cl)c1cccnc1	3	-6%	-3%	13%	11%	2	-4%	-1	-1%	-0.8%	3
24	O=C(NC(=S)N1CCN(Cc2ccc3c(c2)OCO3)CC1)c1cccc(Br)c1	2	7%	1%	-4%	-1%	16	-3%	-1	1%	-0.4%	-2
25	COC(=O)C1=C(C)N(CCc2ccc(OC)cc2)C(=O)C1	3	10%	2%	1%[15.4 µM]	?	-2	-2%	0	4%	-0.7%	-14
26	CSc1nc(C)c2c(n1)OC(CN1C(=O)c3ccccc3C1=O)C2 (configuration not stated)	·	-4%	1%	-9%	-7%	·	·	3	-8%	-0.2%	·
27	O=C(NCc1ccco1)Nc1ccc2snnc2c1	6	?	0%	23%	?	1	0%	2	-4%	-1.4%	3
28	Cc1ccc(/S(C)=N/S(=O)(=O)c2ccc(C)cc2)cc1 (configuration not stated)	-14	2%	·	10%	8%	7	-1%	-3	2%	-0.4%	14
29	NC(=O)CSc1nnc(-c2cccs2)n1Cc1ccco1	4	-6%	5%	-1%	?	-3	13%	2	1%	-0.2%	8
30	COc1ccccc1-n1nnnc1SCC(=O)N(CC(C)C)C1CCS(=O)(=O)C1 (configuration not stated)	5	·	0%	-2%	0%	6	0%	·	2%	0.2%	-8

Brought forward from above: two entries, then new ones.
#	SMILES	Giardia killer	PKM2 activator	GALK inhibitor	Eya2 phos inh	Chronic BCR inh	hERG WT inh	uPA surface inh	Coupling enz	USP2a inh	B2AR arrestin	KCNH2 3.1 inh
29	NC(=O)CSc1nnc(-c2cccs2)n1Cc1ccco1	4	-6%	5%	-1%	?	-3	13%	2	1%	-0.2%	8
30	COc1ccccc1-n1nnnc1SCC(=O)N(CC(C)C)C1CCS(=O)(=O)C1 (configuration not stated)	5	·	0%	-2%	0%	6	0%	·	2%	0.2%	-8
31	O=C(COc1ccccc1[N+](=O)[O-])N/N=C/c1ccc(O)cc1	4	0%	5%	-4%	-5%	-2	-9%	1	2%	-0.6%	4
32	CN(c1ccc(F)cc1)S(=O)(=O)c1ccc(Cl)c(C(=O)NCC2CCCO2)c1 (configuration not stated)	-11	·	·	20%	4%	-1	?	·	-2%	0.0%	-9
33	O=C(c1ccc2c(c1)OCCCO2)c1cccs1	-14	-7%	5%	8%	?	13	-11%	-1	0%	0.3%	-2
34	CC(=O)c1c(C)[nH]c(C(=O)N2CCCCCC2)c1C	-12	0%	-3%	-8%	8%	5	0%	0	4%	-0.8%	-5
35	Fc1ccc(CSc2nnc(-c3cccnc3)n2Cc2ccco2)cc1	15	-2%	0%	19%	4%	13	0%	3	-1%	0.4%	-4
36	CCCCN1CC(=O)N2[C@H](c3ccc(OC)cc3)[C@@H]3C(=O)N(CC)C(=O)[C@@H]3[C@]2(C)C1=O	-13	-1%	·	1%	8%	4	9%	6	0%	0.4%	-36
37	COCCCN(C(=O)CCOc1ccc(C(C)(C)C)cc1)c1c(N)n(Cc2ccccc2)c(=O)[nH]c1=O	-10	·	·	-10%	?	-2	-5%	·	-2%	0.3%	-47
38	COCC(=O)N1CCCC(C(=O)c2ccc(-c3ccccc3)cc2)C1 (configuration not stated)	7	1%	-4%	9%	-2%	6	-69%	-1	-2%	-0.7%	-6
39	COc1ccccc1N1CCN(C2CCCN(C(=O)c3ccoc3C)C2)CC1 (configuration not stated)	17	10%	0%	16%	-1%	-5	0%	2	0%	3.2%	-3
40	CCCCCc1ccc(OCCCC[n+]2ccc(C)cc2)c(CCCCC)c1	-6	14%	5%	-28%	?	0	-14%	-6	-22%	-0.6%	-30
41	COc1ccc(C(=O)N2CCN(c3ccc(C)cc3C)CC2)cc1OC	1	-4%	-1%	0%	-2%	-7	-24%	1	0%	-0.8%	24
42	COc1ccc2c(c1)OC[C@H]1[C@H]2N2C(=O)CN(Cc3ccc(F)cc3)C(=O)[C@@]2(C)[C@H]1c1ccccc1	-2	·	·	14%	?	3	-22%	·	2%	-0.1%	-8
43	c1ccc2c(c1)NCCS2	8	-8%	5%	-2%	18%	-2	-11%	-7	-7%	-0.8%	10
44	OC(COCc1cccs1)CN1CCCCCC1 (configuration not stated)	5	-1%	6%	-10%	4%	11	4%	2	-1%	-0.6%	14
45	COCCCNC(=O)CC1C[C@H](C(=O)N2CCOCC2)[C@@]2(C)c3[nH]c4ccc(OC)cc4c3CCN2C1=O (some centres not stated)	-25	·	·	-1%	8%	-5	9%	·	0%	0.0%	-4
46	COc1ccc(C)cc1NC(=O)NCCCCc1ccccc1	3	2%	5%	-17%	-2%	-8	-3%	-1	-1%	-1.0%	-29
47	CCOC(=O)C1(Cc2ccccc2)CCN(Cc2cn[nH]c2-c2ccccc2)CC1	0	0%	0%	-16%	-5%	54	-4%	0	-6%	-0.9%	26
